From PubChem
DDE Tn7 FP inh: inhibitors of Tn7 peptide binding to human fibrin DD(E) | P02675 | FP displacement of FITC-Tn7 peptide from fibrin DD(E); 0% = median of compound wells per plate | inhibition, % at 8.3 µM | 0.13% of 370,000 active;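 active = inhibition above the mean of compounds falling within the control limits plus 3 SD of them, cut at about 14% in these data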;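 also: 0% = plate median of compound wells and 100% = 10 µM Aha-Tn7 peptide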
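Assay system: Fibrin-DD(E) protein isolated from polymerized human fibrin clots; read-out basis: percent inhibition; medium: Tris/NaCl/CaCl2 buffer, pH 7.8; signal: FP measurement; incubation: 10 min plus 3 h, room temperature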
KLK7 zymogen act: proKLK7 (human) activation, primary screen | P49862 | purified proKLK7, EDANS-DABCYL substrate fluorescence; 100% is mature enzyme control, 0% vehicle | activation, % at 7 µM | 0.9% of 370,000 active | AID 652039;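 active = activation above the mean of all tested compounds plus 3 SD, computed per campaign excluding outliers beyond control limits, cut at about 13% in these data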
Target sequence (P49862 whole entry, looked up): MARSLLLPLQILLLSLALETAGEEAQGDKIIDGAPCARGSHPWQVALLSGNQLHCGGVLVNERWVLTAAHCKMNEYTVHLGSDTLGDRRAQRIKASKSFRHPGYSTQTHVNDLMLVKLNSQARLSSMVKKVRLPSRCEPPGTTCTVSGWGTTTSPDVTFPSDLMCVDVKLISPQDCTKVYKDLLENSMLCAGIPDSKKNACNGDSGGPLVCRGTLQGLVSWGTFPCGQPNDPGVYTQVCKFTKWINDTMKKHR
DDE Tn6 FP inh: DD(E)-Tn6 binding inhibition, primary FP screen | Fibrin DD(E) TRITC-Tn6 fluorescence polarization displacement | inhibition, % at 8.3 µM | 0.21% of 370,000 active | AID 720509;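 active = inhibition above a per-campaign cutoff: mean of compounds within control limits plus 3 SD, cut at about 15% in these data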;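 also: 0% = median of all compound wells on the plate and 100% = blocking peptide control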
LEDGF integ inh: blocks HIV-1 LEDGF/p75-dependent DNA integration; TR-FRET IN-LEDGF/p75 DNA integration, Eu/Cy5; inhibition, % at 3.7 µM; 0.64% of 370,000 active; AID 743269;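 active = inhibition above the screen-wide mean plus 3 SD, cut at about 13% in these data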;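 also: signal is the Cy5 over europium emission ratio at 671 and 618 nm; 0% = plate median of compound wells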
ARFGAP1 inh: inhibits rat ARF GTPase activating protein 1; Q62848; 0.26% of 360,000 active; inhibition, % at 16.5 µM; Arfgap1-stimulated ARF1 GTP hydrolysis, GDP FP detection;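 active = inhibition above a per-plate limit, mean inhibition of low control wells plus 3 SD, cut at about 25% in these data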;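 also: 0% = DMSO wells with enzyme and 100% = wells lacking Arfgap1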
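Repeats: one replicate per compound; assay system: rat Arfgap1 catalytic domain, aa 1-136; times: enzyme reaction 120 min at 25 °C after 20 min preincubation; detection: FP of antibody-bound GDP Alexa 633 tracer, ex 620/em 688 nm; benchmarks: high control wells lacking Arfgap1, low control full reaction with DMSO; reagent: human ARF1(Δ1-17)-GTP substrate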
ADAM17 inh: inhibitors of human ADAM17; AID 720648; inhibition, % at 6.95 µM; 0.83% of 370,000 active; recombinant ADAM17, EDANS/DABCYL FRET peptide cleavage; P78536;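 active = inhibition above the mean of compounds lying between control limits plus 3 SD, set per campaign, cut at about 8.5% in these data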;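 also: 0% = DMSO-only wells as the low control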
ASAP1 inh: blocks human ASAP1-stimulated Arf1 GTP hydrolysis | inhibition, % at 16.5 µM | 0.19% of 360,000 active | GDP FP detection; in the data active = inhibition above about 25%;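 also: 0% = vehicle with enzyme and substrate and 100% = no enzyme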
Target sequence (Q9ULH1 325-724 limits assumed): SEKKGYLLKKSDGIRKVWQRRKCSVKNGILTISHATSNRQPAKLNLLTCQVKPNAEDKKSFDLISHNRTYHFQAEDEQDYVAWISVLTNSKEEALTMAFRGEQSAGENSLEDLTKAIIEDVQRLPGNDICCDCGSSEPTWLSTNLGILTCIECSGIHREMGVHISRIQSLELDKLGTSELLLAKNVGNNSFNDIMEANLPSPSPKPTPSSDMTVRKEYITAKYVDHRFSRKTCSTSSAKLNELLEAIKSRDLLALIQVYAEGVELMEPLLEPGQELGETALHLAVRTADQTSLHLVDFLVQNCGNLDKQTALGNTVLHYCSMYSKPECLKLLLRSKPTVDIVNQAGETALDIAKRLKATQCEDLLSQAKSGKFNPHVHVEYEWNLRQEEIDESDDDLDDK
PLCg1 inh: inhibitors of human phospholipase C gamma1; P19174; purified PLC-gamma1, fluorogenic substrate, fluorescence; inhibition, % at 12.2 µM; 0.84% of 370,000 active; AID 720700; in the data active = inhibition above about 9.5%
ADAM10 inh: inhibitors of human ADAM10; inhibition, % at 7 µM; recombinant ADAM10, EDANS/DABCYL FRET peptide cleavage, 3 h; AID 720582; 0.62% of 370,000 active; O14672;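 active = inhibition above a per-campaign cutoff equal to the mean of compounds falling between control-based bounds plus 3 SD, cut at about 20% in these data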;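 also: 0% = DMSO wells while the 100% control is not disclosed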
TDP2 inh: blocks human TDP2 phosphodiesterase activity | O95551 | recombinant TDP2, T5PNP hydrolysis, p-nitrophenol absorbance 415 nm | inhibition, % at 12.8 µM | 0.34% of 370,000 active;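 active = inhibition above the mean of all tested compounds plus 3 SD, set per campaign, cut at about 25% in these data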;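 also: 0% = DMSO with enzyme and 100% = buffer with substrate but no TDP2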
Target sequence (O95551 whole entry, looked up): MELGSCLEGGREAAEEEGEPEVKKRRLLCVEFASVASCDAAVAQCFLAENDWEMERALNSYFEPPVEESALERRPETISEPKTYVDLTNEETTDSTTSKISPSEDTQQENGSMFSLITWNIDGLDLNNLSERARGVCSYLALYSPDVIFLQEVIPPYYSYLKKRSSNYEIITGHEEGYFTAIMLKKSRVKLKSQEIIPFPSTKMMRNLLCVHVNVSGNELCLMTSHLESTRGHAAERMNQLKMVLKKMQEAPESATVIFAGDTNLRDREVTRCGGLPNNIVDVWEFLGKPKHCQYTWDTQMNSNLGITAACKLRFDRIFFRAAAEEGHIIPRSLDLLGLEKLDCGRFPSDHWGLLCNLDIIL
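Read-out basis: percent inhibition. System: recombinant human TDP2. Buffer or medium: Mg2+-containing Tris-HCl buffer, pH 7.5. Repeats: single replicate. Timing: reaction 2 h, 37 °C. Benchmarks: high control without enzyme, low control DMSO plus TDP2. Probe or stimulus: 5 mM T5PNP. Doses: 12.8 µM only. Measured by: epi absorbance of p-nitrophenol freed from T5PNP by hydrolysis.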
Active calls of the source: *.

DDE Tn7 FP inh	KLK7 zymogen act	DDE Tn6 FP inh	LEDGF integ inh	ARFGAP1 inh	Molecule	ADAM17 inh	ASAP1 inh	PLCg1 inh	ADAM10 inh	TDP2 inh
0	-0.4	3	1	-18	COc1cccc([C@@H]2CC=C(C(=O)O)[C@H](c3ccccc3)N2S(=O)(=O)c2ccc(C)cc2)c1	-3	-3	-1	-6	2
-2	0.1	-1	-1	-1	CSc1nc(=S)n(Cc2ccccc2)c(C)c1C(C)=O	-4	6	1	-7	-7
-2	0.1	1	-6	11	CCc1ccccc1NC(=O)Cn1nc(C(F)(F)F)cc1C1CC1	-4	-4	2	8	-5
1	0.4	0	-2	6	CC(C)(C)C(=O)O/N=C(\N)COc1cccc(Cl)c1	-1	7	0	-2	-11
-4	1.2	-3	0	0	Cc1cccc(S(=O)(=O)c2c(N)n(/N=C/c3ccco3)c3nc4ccccc4nc23)c1	-57	8	-43	-172	10
2	-0.8	2	-7	1	CC1Cc2ccccc2C(=O)N1 (centres undefined)	-2	8	3	-1	-5
-6	0.4	-5	0	4	COC(=O)c1cn(-c2ccccc2)nc1C(=O)OC	-1	-14	1	3	1
5	0.0	-6	-3	7	COc1ccccc1NC(=O)N1CCc2c([nH]c3ccccc23)C1C(F)(F)F (centres undefined)	-1	4	1	1	-3
5	0.5	-8	1	2	O=S(=O)(NCc1ccco1)N1CCOCC1	-3	-17	0	-2	2
0	-0.6	4	2	1	O=C(NCc1nnnn1-c1ccc(F)cc1)c1ccc2ccccc2c1	4	-5	3	2	-24

(more compounds)
DDE Tn7 FP inh	KLK7 zymogen act	DDE Tn6 FP inh	LEDGF integ inh	ARFGAP1 inh	Molecule	ADAM17 inh	ASAP1 inh	PLCg1 inh	ADAM10 inh	TDP2 inh
-1	0.6	1	-2	6	O=C(Nc1c(-c2ccc(Cl)cc2)[nH][nH]c1=O)c1ccccn1	-3	-5	-5	-18	0
-2	0.0	5	-10	8	CCN(CC)C(=O)C(C)OC(=O)COc1ccc(Cl)cc1Cl (centres undefined)	3	-6	-3	1	-4
-2	-1.1	-2	2	13	O=C(NCCSCc1ccco1)c1ccc(=O)[nH]c1	1	11	0	4	-12
-2	0.8	2	1	-7	CCNc1ccc(C(=O)Nc2ccc3nc(C)sc3c2)cc1[N+](=O)[O-]	-1	11	0	-3	11
-9	-0.1	-3	3	8	FC(F)(F)c1cnc(N2CCSCC2)c(Cl)c1	2	9	5	10	-12
-5	-1.4	-2	-2	13	N#C/C(=C\c1ccc(-c2ccc(C(=O)O)cc2)o1)c1nc2ccccc2[nH]1	-7	3	-30	-5	-1
4	-0.6	-3	3	7	COc1ccc(OC)c(C(=O)N2CCC(CCC(=O)NC3CC3)CC2)c1	2	-8	6	8	-9
0	-0.2	-2	2	-7	CC(C)=C(NC(=O)c1ccccc1)C(=O)NCc1ccccc1	2	0	-2	-3	0
-8	-0.2	-3	-3	-3	C[C@H](NC(=O)c1ccc(C(C)(C)C)cc1)C(=O)N1CCOCC1	-2	-3	0	-10	10
-7	-0.5	-15	3	13	Cc1c(C(=O)/C=C/c2ccccc2F)c2cc(O)ccc2n1C	0	4	1	1	1

The listing continues.
DDE Tn7 FP inh	KLK7 zymogen act	DDE Tn6 FP inh	LEDGF integ inh	ARFGAP1 inh	Molecule	ADAM17 inh	ASAP1 inh	PLCg1 inh	ADAM10 inh	TDP2 inh
-2	0.2	1	-2	0	O=C1CSC(c2cn(-c3ccccc3)nc2-c2ccccc2)N1Cc1ccco1 (centres undefined)	6	-11	2	13	6
-6	0.6	-2	4	18	COc1cc(NC(=O)n2ncc3cc(Cl)ccc32)cc(OC)c1	5	2	-1	8	-18
3	-1.5	7	-2	4	S=C(Nc1ccccc1)N1N=C(c2cccs2)CC1c1cccs1 (centres undefined)	3	1	-6	9	14
8	0.3	3	-2	7	Cc1ccc(-c2nnc(N3CCN(C(=O)COc4cccc(C)c4)CC3)c3ccccc23)cc1	-1	-10	1	7	-3
-3	0.7	4	6	4	COc1cc(OC)cc(C(=O)NCC(=O)N2CC=C(c3ccccc3)CC2)c1	0	-10	1	-3	0
5	-0.3	9	21*	-7	CC1(C)OC(C)(C)/C(=C/Nc2ccc(O)cc2)C1=O	-2	0	-8	-8	11
-8	0.4	-7	1	-2	Cc1cccc(NC(=O)c2sc(NC(=O)COc3ccccc3)c(C#N)c2C)c1C	1	-2	1	3	-6
-4	0.0	-6	-1	-3	CCOc1ccc(CSCCNC(=S)Nc2ccccc2)cc1	2	0	0	-4	-8
-2	-0.2	6	-4	7	COCCNc1oc(/C=C/c2cccs2)nc1S(=O)(=O)c1ccccc1	-31	15	-137	-121	4
6	-0.1	-1	-2	4	Cn1c2c(c(=O)n(C)c1=O)C(c1ccc(F)cc1)C(C#N)=C(N)O2 (centres undefined)	-5	6	-2	-8	6

The results go on.
DDE Tn7 FP inh	KLK7 zymogen act	DDE Tn6 FP inh	LEDGF integ inh	ARFGAP1 inh	Molecule	ADAM17 inh	ASAP1 inh	PLCg1 inh	ADAM10 inh	TDP2 inh
-3	0.0	1	-1	7	CNS(=O)(=O)c1cn(CC(=O)NCc2cccc(OC)c2)cc1S(=O)(=O)NC	-4	3	3	-4	-4
6	-0.5	2	-3	1	COc1ccc(N2CCN(c3nc4ccccc4nc3NS(=O)(=O)c3ccccc3)CC2)cc1	-3	4	0	-1	-3
4	-0.1	4	0	13	CC12CCC(C(S(=O)(=O)Nc3ccccc3)C1=O)C2(C)C (centres undefined)	-3	0	1	1	-1
3	0.1	-4	-1	-9	NS(=O)(=O)c1cccc(NC(=O)COC(=O)Cn2cnc3ccccc32)c1	-8	1	0	-2	12
6	0.1	4	4	-3	COc1ccc(/C=C2\C(=O)ON=C2c2ccccc2)cc1OC	1	-1	0	5	14
0	0.0	-1	-2	11	COCc1cc(N2CCN(C(=O)OC(C)(C)C)C[C@H]2C)ccc1N1CCN(Cc2ccccc2)[C@@H](C)C1	-5	-19	-5	-6	10
1	0.1	2	-4	-13	Cc1sc(C(=O)NCc2cccnc2)c2nc(C)n(CC(=O)NCc3cccnc3)c(=O)c12	-2	4	-1	-1	7
2	0.2	-4	-1	13	CC(NC(=O)c1sc2ccccc2c1Cl)C1CCCO1 (centres undefined)	1	6	2	-4	-1
3	-0.7	8	-3	-4	CCOc1ccc(-c2noc(-c3cccnc3)n2)cc1OC	-2	3	-3	-4	-1
-8	-0.6	2	2	1	CC1(C)CC2(CC(c3ccccc3)Oc3cc(O)ccc32)NC(=O)N1 (centres undefined)	2	4	1	3	-4

Rewritten with tabs: part of the list above
smiles	DDE Tn7 FP inh	KLK7 zymogen act	DDE Tn6 FP inh	LEDGF integ inh	ARFGAP1 inh	ADAM17 inh	ASAP1 inh	PLCg1 inh	ADAM10 inh	TDP2 inh
COCc1cc(N2CCN(C(=O)OC(C)(C)C)C[C@H]2C)ccc1N1CCN(Cc2ccccc2)[C@@H](C)C1	0	0.0	-1	-2	11	-5	-19	-5	-6	10
Cc1sc(C(=O)NCc2cccnc2)c2nc(C)n(CC(=O)NCc3cccnc3)c(=O)c12	1	0.1	2	-4	-13	-2	4	-1	-1	7
CC(NC(=O)c1sc2ccccc2c1Cl)C1CCCO1 (centres undefined)	2	0.2	-4	-1	13	1	6	2	-4	-1
CCOc1ccc(-c2noc(-c3cccnc3)n2)cc1OC	3	-0.7	8	-3	-4	-2	3	-3	-4	-1

(further entries)
DDE Tn7 FP inh	KLK7 zymogen act	DDE Tn6 FP inh	LEDGF integ inh	ARFGAP1 inh	Molecule	ADAM17 inh	ASAP1 inh	PLCg1 inh	ADAM10 inh	TDP2 inh
9	-0.5	-2	-1	-7	N=C1C(c2nc3ccccc3s2)=C(O)CN1NC(=O)c1ccccc1[N+](=O)[O-]	0	0	-4	-1	5
4	-0.7	4	3	1	COC(=O)C1(C)NC(c2ccccc2C)C2C(=O)N(c3ccccc3)C(=O)C21 (centres undefined)	-4	-22	-1	2	10
6	0.0	-1	3	4	CCOc1ccc(NC(=O)C2CCC(N3C(=O)C4CC=CCC4C3=O)CC2)cc1 (centres undefined)	-5	11	1	3	8
5	1.1	11	-3	11	CS(=O)(=O)N1Cc2cc(C(=O)NCC3CCCCC3)nc(-c3cccc(-c4cccnc4)c3)c2[C@H]1CCO	4	15	5	-5	-8
3	-4.2	-6	3	10	CC1=CC(=C(C#N)C#N)C=C(C)N1CCN1CCNCC1	3	-4	-2	-3	1
-7	-0.3	0	0	0	CCCc1cc(=O)n2[nH]c(-c3cc(OC)c(OC)c(OC)c3)nc2n1	-1	-12	2	2	-4
0	0.8	-2	-4	17	Cn1cnnc1SCc1ccc(C(=O)n2ncc(C#N)c2N)cc1	-4	0	6	-3	0
-1	-0.1	4	-1	-11	COc1ccc(Cl)cc1C(=O)NNC(=O)CSc1nnnn1C	-1	-5	-2	-7	-1
-1	0.2	0	3	4	COC(=O)C1=C(N)OC2=C(C(=O)CCC2)C1c1cccnc1 (centres undefined)	-3	2	-1	-1	-1
0	1.0	-3	-1	-7	COc1ccc(-c2nnc(SCCC(=O)O)n2-c2ccccc2)cc1	-1	6	1	-1	-3

The list goes on:
DDE Tn7 FP inh	KLK7 zymogen act	DDE Tn6 FP inh	LEDGF integ inh	ARFGAP1 inh	Molecule	ADAM17 inh	ASAP1 inh	PLCg1 inh	ADAM10 inh	TDP2 inh
6	0.1	10	2	7	Cc1ccc(C)c(-c2nnc(NC(=O)COc3ccccc3)o2)c1	-2	-11	3	0	0
5	-3.3	-3	-2	-10	Cc1ccccc1N(C(=O)c1snc(C(N)=O)c1N)C(C(=O)NCC1CCCO1)c1ccc(F)cc1 (centres undefined)	-78	10	-74	-214	12
2	-0.1	3	-4	-12	CCOc1ccccc1N1CCN(C(=O)c2ccccc2)CC1	1	-1	3	4	-5
5	0.1	-1	2	-2	CC(C)CNC(=O)C1(C)CCCCCN1Cc1ccccc1-c1ccccc1 (centres undefined)	0	-9	3	-1	-18
4	0.2	5	-1	2	CCN(CC)c1ccc(NC(=O)CCc2nnc3ccc(N4CCCCC4)nn23)c(C)c1	-1	-6	0	-5	7
